Source: PubChem BioAssay
FBPA Giardia inh: qHTS Assay for Inhibitors of Fructose-1,6-bisphosphate Aldolase from Giardia Lamblia | A8B2U2 | purified Giardia FBPA | Potency, µM (doses to about 59.6 µM), inactives show at the top dose activity, negative = inhibition, actives largely listed as inhibitors | 290,000 tested, 0.71% active; also: potency is read from the fitted curve at half-maximal effect; nearly all actives have a fitted effect of over 55% in size
Target sequence (A8B2U2 whole entry, looked up): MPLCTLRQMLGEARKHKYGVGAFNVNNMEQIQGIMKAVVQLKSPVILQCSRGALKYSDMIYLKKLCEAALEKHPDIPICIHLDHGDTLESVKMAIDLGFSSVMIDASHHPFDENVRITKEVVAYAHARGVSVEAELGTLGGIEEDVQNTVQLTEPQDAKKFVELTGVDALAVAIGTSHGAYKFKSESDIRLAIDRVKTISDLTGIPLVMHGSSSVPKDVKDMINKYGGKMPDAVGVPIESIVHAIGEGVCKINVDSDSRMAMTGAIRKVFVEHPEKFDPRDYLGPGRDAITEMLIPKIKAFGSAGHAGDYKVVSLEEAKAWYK
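Giardia FBPA (40 nM reagent) was preincubated 10 min at RT with compound (up to 57.5 uM final), then substrate plus GAPDH/TPI/NAD/arsenate coupling system with diaphorase/resazurin was added; resorufin fluorescence (525/598 nm) was read after 20 min.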
HCMV antiviral: qHTS Assay for inhibitors of the human cytomegalovirus (HCMV). HFF cells, HCMV-luciferase reporter, 72 h; stronger effect = lower value. 410,000 tested, 4.5% active. activity change, negative = inhibition, % at 57.5 µM; in the data active = activity change below about -60%; inconclusive = no clear call, values can overlap the other calls; inactive = above about -39%
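After 16 h attachment at 37C, HFF cells received test compound and HCMV-luciferase (1 PFU/cell); reporter luminescence read 72 h later, data normalized against buffer-only and known inhibitor Salinomycin.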
AMA1 RON2 block: qHTS for Inhibitors of AMA1-RON; Towards Development of Antimalarial Drug Lead: Primary Screen | Plasmodium falciparum AMA1 (3D7) - RON2 peptide interaction | AlphaScreen AMA1-biotinylated RON2 peptide binding | Potency, µM (doses to about 58.2 µM), for the others: at the top dose activity change, negative = inhibition, most hits filed as inhibitors | 360,000 tested, 0.2% active | AID 720542, 2013;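 also: potency is read from the fitted curve at half-maximal effect; 0% = vehicle wells and -100% = peptide control; nearly all actives have a fitted effect of over 45% in size; some results filed as inactive show a strong effect at the top dose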
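AMA1 (3D7) with his tag at 25 nM final met compounds first, then biotinylated RON2 peptide at 25 nM; detection used donor plus acceptor beads, 10 µg/mL apiece, read by AlphaScreen after 30 min at room temperature.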
Sm TGR block: qHTS Assay for the Inhibitors of Schistosoma Mansoni Peroxiredoxins; purified TGR, DTNB reduction, TNB absorbance 405 nm; Potency, µM (series often up to 114 µM), without a hit: at the top dose activity change, negative = inhibition, usual class: inhibitors; 360,000 tested, 3% active; AID 485364, 2010; also: potency is read from the fitted curve at half-maximal effect; nearly all actives have a fitted effect of over 60% in size
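First, TGR (20 nM dispensed) and NADPH were mixed with compound. Second, a 15 min room-temperature incubation followed. Third, further NADPH and then DTNB were added to start the reaction. Finally, TNB absorbance was monitored kinetically.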
AmpC inh no detg: qHTS Inhibitors of AmpC Beta-Lactamase (assay without detergent); AmpC nitrocefin hydrolysis, absorbance 480 nm, 0.0001% Triton; Potency, µM (series often up to 57.1 µM), without a hit: at the top dose activity change, negative = inhibition, hits mostly inhibitors; AID 485341, 2010; 330,000 tested, 0.52% active;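 also: potency is read from the fitted curve at half-maximal effect; plate controls were no compound for no effect and no enzyme for full effect; nearly all actives have a fitted effect of over 20% in size; some results filed as inactive show a strong effect at the top dose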
Target sequence (P00811 whole entry, looked up): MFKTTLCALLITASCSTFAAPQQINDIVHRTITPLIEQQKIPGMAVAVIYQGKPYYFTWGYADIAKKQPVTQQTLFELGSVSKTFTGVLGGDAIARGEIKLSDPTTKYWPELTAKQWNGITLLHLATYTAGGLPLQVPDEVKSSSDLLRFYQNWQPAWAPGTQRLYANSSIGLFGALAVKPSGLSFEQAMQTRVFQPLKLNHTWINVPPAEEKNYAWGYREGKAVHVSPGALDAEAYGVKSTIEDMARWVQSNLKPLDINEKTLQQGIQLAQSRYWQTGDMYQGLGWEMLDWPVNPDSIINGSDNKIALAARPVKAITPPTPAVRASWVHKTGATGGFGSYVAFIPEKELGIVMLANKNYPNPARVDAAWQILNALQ
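AmpC (5.3 nM in the dispensed reagent) in 20 mM phosphate pH 7.0 with 0.01% (detergent screen) or 0.0001% Triton X-100 was preincubated with compounds for 15 min at room temperature. Nitrocefin was then added from an 800 uM solution, and hydrolysis was followed at 480 nm.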
AmpC detergent: qHTS Inhibitors of AmpC Beta-Lactamase (assay with detergent) | P00811 | AmpC hydrolysis of nitrocefin, absorbance 480 nm, 0.01% Triton | Potency, µM (titrated, usually from 114 µM), for inactives: at the top dose activity change, negative = inhibition, most hits filed as inhibitors | 370,000 tested, 0.041% active | AID 485294, 2010;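 also: potency is read from the fitted curve at half-maximal effect; 0% = no-compound wells and -100% = no-enzyme wells; nearly all actives have a fitted effect of over 25% in size; some results filed as inactive show a strong effect at the top dose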
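20 mM phosphate pH 7.0 + 0.01% (detergent screen) or 0.0001% Triton X-100; 5.3 nM AmpC reagent; cpd preinc 15 min RT; nitrocefin (800 uM stock) to start; A480 q20 s × 4 min; Activity was normalised to no-enzyme and no-compound control wells.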
* marks the source's active call; other numbers are inactive results; ? = inconclusive; . = not tested or not shown; [ ] = another dose, or the depositor's remark. Unless noted, calls follow the shape of the dose curve; as a rule, active = well fitted curve in the direction sought with a large enough effect; inconclusive = small, poorly fitted or top-dose-only effect, or another doubt; inactive = no such curve, though single readings can be large; an effect the other way counts as inactive or inconclusive. Unless noted, % is scaled to controls: 0 for no effect and ±100 for the full control effect. An unsorted share of the library. About 7.8% of those tested had a hit in this group.

molecule | FBPA Giardia inh | HCMV antiviral | AMA1 RON2 block | Sm TGR block | AmpC inh no detg | AmpC detergent
N#CCSc1ccccc1NC(=O)COc1ccc(-c2nnco2)cc1 | . | 116.9 | 24.4% | 2.0% | -17.2% | ?
CCOC(=O)C(NC(C)=O)C(=O)Nc1ccc(C(C)(C)C)cc1 (centres undefined) | -8.9% | -25.9 | -1.8% | . | 47.9% | 0.0%
CC1N=C2c3ccccc3N=C(SCC(=O)NCc3ccc(Cl)cc3)N2C1=O (centres undefined) | . | -15.8 | . | 10.7% | . | 15.4%
Cc1cccc(N2CCN(C(=O)C3CCN(S(=O)(=O)c4c(C)noc4/C=C/c4ccccc4F)CC3)CC2C)c1 (centres undefined) | . | -3.5 | . | 1.5% | . | 17.1%
COc1ccc(C(=O)OCC(N)=O)cc1[N+](=O)[O-] | -10.4% | 84.3 | -17.3% | 3.8% | -15.1% | -4.8%
Cc1ccc(S(=O)(=O)Nc2ccc3cn[nH]c3c2)c(C)c1 | . | 9.0 | -2.4% | -3.6% | -35.7% | -5.8%
OCCNc1nc(-c2ccccc2)nc2ccccc12 | -3.5% | 73.9 | 7.7% | 23.9% | -27.0% | -0.5%
Cc1ccc(C2/C=C\CC(NC(=O)OCC3c4ccccc4-c4ccccc43)CC(=O)N2Cc2ccccc2)cc1 (centres undefined) | . | -18.2 | -16.1% | . | -45.8% | .
CCC(CC)NC(=O)Nc1ccc(C)cc1 | -0.5% | 27.5 | 6.7% | 9.4% | -6.2% | 2.7%
CC(C)c1ccc(NC(=O)Nc2cc3sccc3n2C)cc1 | -16.5% | 211.2 | -0.1% | -27.6% | ? | ?
Cn1c2c(c(=O)n(C)c1=O)C(NS(=O)(=O)c1ccc(Cl)cc1)(C(F)(F)F)C(=O)N2 (centres undefined) | 0.3% | ? | -3.4% | 16.1% | -31.0% | -5.5%
O=Cc1ccc(OC(=O)CCCCC(=O)Oc2ccc(C=O)cc2)cc1 | 8.0% | 6.3 | 2.5% | -16.5% | -9.4% | -7.2%
Cc1cc(-c2nnc(CCC(=O)NC(Cc3ccccc3)c3ccccc3)o2)no1 (centres undefined) | ? | -0.1 | 24.3% | 13.7% | 47.3% | 5.7%
CCSc1cnn(-c2ccccc2)c(=O)c1SCC | 1.9% | -26.1 | -1.7% | 1.8% | -38.6% | -3.7%
CC(C1CC1)N(C(=O)NC1CCS(=O)(=O)C1)c1ccccc1 (centres undefined) | -0.8% | 31.7 | 2.5% | -6.9% | 3.6% | -6.8%
CCOc1ccc(NC(=O)CCS(=O)(=O)c2ccc(C)cc2)cc1 | 1.4% | 33.3 | -7.8% | -16.1% | -24.0% | -5.7%
CCN(c1ccc(OC)cc1)S(=O)(=O)c1nnc(NC(=O)c2ccco2)s1 | ? | -25.3 | 0.5% | ? | -35.1% | -10.3%
COc1cccc(NC(=O)Cc2ccc(C)cc2)c1 | 2.8% | 39.1 | ? | -0.4% | -13.3% | ?
CCOC(=O)CN1C(=O)SC(CC(=O)Nc2nccs2)C1=O (centres undefined) | -1.0% | -16.7 | 11.9% | 0.0% | -6.5% | 2.0%
CC(C)[C@@]1(NC(=O)[C@@H]2C[C@@H]3c4cccc5[nH]cc(c45)C[C@H]3N(C)C2)O[C@@]2(O)[C@@H]3CCCN3C(=O)[C@H](Cc3ccccc3)N2C1=O | -9.2% | 39.5 | 0.0% | -13.8% | 179.9%[activator] | -2.6%
CCOC(=O)C1C(=O)NC(N2CCN(c3ccccc3)CC2)=NC1c1ccco1 (centres undefined) | 3.6% | 6.8 | -11.6% | 4.6% | -16.4% | -1.7%
Cc1ccc(NC(=O)c2ccc(NS(=O)(=O)c3cccc4cccnc34)cc2)cc1 | -2.2% | . | 33.2%[activator] | 4.5% | -56.7% | -4.9%
COc1ccc(-c2cc(C(=O)Nc3ccc(S(N)(=O)=O)cc3)c3ccccc3n2)cc1OC | -3.8% | 3.0 | 0.0% | 1.1% | -11.9% | -9.3%
CN1CCN(C(=O)/C=C/c2ccc3c(c2)OCO3)CC1 | -1.9% | 23.1 | 12.2% | 1.9% | -50.7% | 5.3%
C1=C[C@H]2CC[C@@H]1N(c1ccccc1)O2 | . | 9.4 | 9.7% | . | -11.4% | .

Retrieved by compound from above, seven records:
molecule | FBPA Giardia inh | HCMV antiviral | AMA1 RON2 block | Sm TGR block | AmpC inh no detg | AmpC detergent
O=Cc1ccc(OC(=O)CCCCC(=O)Oc2ccc(C=O)cc2)cc1 | 8.0% | 6.3 | 2.5% | -16.5% | -9.4% | -7.2%
CCSc1cnn(-c2ccccc2)c(=O)c1SCC | 1.9% | -26.1 | -1.7% | 1.8% | -38.6% | -3.7%
Cc1ccc(C2/C=C\CC(NC(=O)OCC3c4ccccc4-c4ccccc43)CC(=O)N2Cc2ccccc2)cc1 (centres undefined) | . | -18.2 | -16.1% | . | -45.8% | .
CC1N=C2c3ccccc3N=C(SCC(=O)NCc3ccc(Cl)cc3)N2C1=O (centres undefined) | . | -15.8 | . | 10.7% | . | 15.4%
Cc1ccc(S(=O)(=O)Nc2ccc3cn[nH]c3c2)c(C)c1 | . | 9.0 | -2.4% | -3.6% | -35.7% | -5.8%
COc1ccc(C(=O)OCC(N)=O)cc1[N+](=O)[O-] | -10.4% | 84.3 | -17.3% | 3.8% | -15.1% | -4.8%
CC(C)[C@@]1(NC(=O)[C@@H]2C[C@@H]3c4cccc5[nH]cc(c45)C[C@H]3N(C)C2)O[C@@]2(O)[C@@H]3CCCN3C(=O)[C@H](Cc3ccccc3)N2C1=O | -9.2% | 39.5 | 0.0% | -13.8% | 179.9%[activator] | -2.6%

Next results follow.
molecule | FBPA Giardia inh | HCMV antiviral | AMA1 RON2 block | Sm TGR block | AmpC inh no detg | AmpC detergent
CCSc1nnc(NC(=O)CSC2=NN3CCCC(=O)N=C3S2)s1 | 2.6% | 1.7 | -3.4% | 6.5% | -23.4% | 5.1%
CCN(CC)CCNC(C(=O)Nc1ccc([N+](=O)[O-])cc1Br)c1ccccc1 (centres undefined) | -2.1% | -29.4 | 26.6% | -0.7% | -18.9% | ?
COc1ccc(C)cc1NC(=O)C1CCN(S(=O)(=O)c2ccc3[nH]c(=O)oc3c2)CC1 | . | -0.3 | . | 2.4% | . | ?
Cc1ccc(NC(=O)CN(C)CC(=O)Nc2ccc(F)c(F)c2F)c(Cl)c1 | -11.9% | ? | 48.5%[activator] | -0.6% | 42.6% | -1.6%
CN(Cc1ccccc1)Cc1ccccc1F | ? | 11.2 | -22.4% | -2.8% | -11.3% | -11.1%
CC(C)c1onc(C(=O)N2CCN(Cc3ccccc3)CC2)c1[N+](=O)[O-] | 3.5% | -30.9 | -19.2% | -16.1% | 39.6% | ?
O=C(NCCCn1ccnc1)C1CCN(S(=O)(=O)c2ccc(F)cc2)CC1 | -8.2% | 7.2 | -4.2% | -2.9% | 1.0% | -9.0%
CCC(=O)N1CCc2cc(S(=O)(=O)NCCC(=O)N3CCN(c4ccccc4)CC3)ccc21 | . | -17.7 | 0.0% | -2.7% | 107.4%[activator] | -0.4%
CCn1c(SC/C=C/c2ccccc2)nnc1-c1cccs1 | -0.5% | -39.9 | -9.4% | ? | -13.9% | -13.3%
CC1SC(c2cccc(Cl)c2)NC1=O (centres undefined) | -8.4% | 25.6 | -6.5% | 37.9%[activator] | -13.1% | ?
OCCC1CN(Cc2ccc3nsnc3c2)CCN1CCc1ccccc1 (centres undefined) | 9.7% | 70.9 | -16.9% | 4.0% | 20.6% | 6.1%
CC(C)CC(=O)NC(NC(=S)Nc1cccc2cccnc12)C(Cl)(Cl)Cl (centres undefined) | -18.0% | ? | -4.6% | 6.4% | -43.6% | 0.2%
Cc1sc2nc(CSCC(=O)NC(C)(C)C)[nH]c(=O)c2c1C | -3.7% | -5.5 | 6.5% | -14.2% | -14.0% | -1.4%
Cn1nc(-c2ccc(OCC(=O)Nc3cccnc3)cc2)c2ccccc2c1=O | -4.1% | 97.5 | 13.1% | 0.4% | -1.6% | -0.8%
COC(=O)c1cccc(NC(=O)N2C[C@H]3C[C@@H](C2)c2cccc(=O)n2C3)c1 | -6.8% | 3.8 | -2.3% | -6.2% | -26.5% | -6.8%
C=CCN(CC=C)C(=S)Nc1ccccc1 | -3.6% | -20.3 | 1.4% | 3.8% | -6.5% | -6.9%
O=C(N/N=C/c1ccccc1O)c1ccncc1 | . | 12.4 | -2.2% | 1.2% | -15.1% | ?
COc1ccc(NC(=O)C2CCN(C(=O)NCc3ccccc3)CC2)cc1 | -2.3% | -18.2 | -1.9% | 0.0% | -2.9% | -14.8%
O=C(CCC(=O)N1CC2CCCN2c2ccccc21)NCc1cccc(Cl)c1 (centres undefined) | . | -2.5 | . | -15.9% | . | 0.6%
CC[N+](CC)(CC)CC(=O)Nc1ccc(SC(F)F)cc1 | 1.8% | 11.0 | 0.8% | 50.4%[activator] | -10.4% | -1.4%
O=C(C1CCC(CNS(=O)(=O)c2ccc(F)cc2)CC1)N1CCOCC1 (centres undefined) | -0.3% | 70.2 | 5.1% | -1.0% | 4.1% | -4.5%
COc1nnc(-c2ccc(N3CCOCC3)c(NC(=O)c3ccc(C)cc3)c2)c2ccccc12 | 0.5% | -28.0 | 5.9% | 10.6% | -8.7% | -1.9%
CC1CC(=O)N(c2ccc(Br)cc2)C(=O)C1 | 12.7% | 25.8 | -6.2% | -15.7% | -12.0% | 2.6%
COc1ccc(CCNC(=O)CSc2ccc(-c3ccco3)nn2)cc1 | -16.1% | -25.7 | 1.7% | 12.6µM* | -17.6% | -8.8%
O=S(=O)(c1cccc(Cl)c1Cl)N1CCN(C(=S)NCCCN2CCOCC2)CC1 | ? | ? | ? | 1.8% | 77.1%[activator] | 4.4%
N#C/C(C(=O)c1ccccc1)=C1/CCCN1 | 3.9% | 19.4 | -3.1% | 4.1% | -5.9% | 9.3%
Cc1ccc(S(=O)(=O)N2CCN(C(=O)COC(=O)CC(C)c3ccccc3)CC2)c(C)c1 (centres undefined) | . | 4.5 | 6.9% | -1.0% | 137.2%[activator] | ?
